# DT40 TDP1 CPT = qHTS for Inhibitors of human tyrosyl-DNA phosphodiesterase 1 (TDP1): qHTS in cells in presence of CPT; chicken DT40 Tdp1-/-;hTDP1 cells + 20 nM CPT, ATP luminescence, 48 h; Potency, µM (top dose mostly 46.2 µM), for inactives: at the highest dose activity change, negative = growth inhibition, actives largely listed as inhibitors; 420,000 tested, 12% active; AID 686979, 2013; further: nearly all actives have a fitted effect of over 55% in size
#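 Cell growth measured by CellTiter-Glo luminescence after a minimum 48 h, 37 C compound exposure with 20 nM CPT in Tdp1-knockout DT40 cells stably expressing hTDP1, seeded 400/well; qHTS titration format.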
# DT40 TDP1 no CPT = qHTS for Inhibitors of human tyrosyl-DNA phosphodiesterase 1 (TDP1): qHTS in cells in absence of CPT | DT40 Tdp1-/- hTDP1 cells, no CPT, ATP luminescence, 48 h | Potency, µM (series often up to 46.2 µM), for inactives: top-dose activity change, negative = growth inhibition, hits mostly inhibitors | 420,000 tested, 15% active | AID 686978, 2013; further: nearly all actives have a fitted effect of over 55% in size
#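 Growth of hTDP1-complemented DT40 Tdp1-knockout cells is measured by ATP luminescence after at least 48 hr compound exposure at 37 °C, with DMSO substituting for the 20 nM CPT used in the parallel screen.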
# TDP1 inh = qHTS Assay for Inhibitors of Tyrosyl-DNA Phosphodiesterase (TDP1); recombinant TDP1, AlphaScreen DNA substrate cleavage; Potency, µM (titrated, usually from 130 µM), inactives show at the highest dose activity change, negative = inhibition, hits mostly inhibitors; 350,000 tested, 0.28% active; AID 485290, 2010; further: nearly all actives have a fitted effect of over 40% in size
# Target sequence (Q9NUW8 whole entry, looked up): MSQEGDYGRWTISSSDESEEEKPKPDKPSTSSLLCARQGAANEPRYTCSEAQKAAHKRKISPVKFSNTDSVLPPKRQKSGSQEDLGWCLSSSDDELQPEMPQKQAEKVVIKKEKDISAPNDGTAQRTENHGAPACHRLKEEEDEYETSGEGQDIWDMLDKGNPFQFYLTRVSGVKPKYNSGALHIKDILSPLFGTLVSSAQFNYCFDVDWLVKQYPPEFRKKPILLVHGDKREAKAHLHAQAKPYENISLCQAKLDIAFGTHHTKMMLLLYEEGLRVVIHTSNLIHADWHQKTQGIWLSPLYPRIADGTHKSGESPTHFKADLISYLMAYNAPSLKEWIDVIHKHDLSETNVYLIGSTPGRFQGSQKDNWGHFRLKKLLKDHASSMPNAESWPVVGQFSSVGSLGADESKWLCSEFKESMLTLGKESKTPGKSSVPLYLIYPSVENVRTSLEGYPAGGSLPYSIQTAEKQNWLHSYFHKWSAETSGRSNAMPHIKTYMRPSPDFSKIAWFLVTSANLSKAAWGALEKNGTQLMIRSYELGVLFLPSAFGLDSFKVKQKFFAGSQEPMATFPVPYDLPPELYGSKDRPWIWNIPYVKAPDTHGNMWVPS
#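 Recombinant E. coli-expressed Tdp1 (1 nM) preincubated with compound 15 min at RT, then 5'-biotin/3'-phosphotyrosine-FITC DNA substrate (15 nM) added for 5 min. AlphaScreen beads (10 ug/ml) added, 10 min RT; tyrosine-FITC cleavage read as signal loss.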
# An asterisk follows results filed as active; ? = inconclusive; · = no result given; & = joins results of further samples; [ ] = another dose, or the depositor's remark. The call rests on the fitted dose curve; in most records, active means well fitted curve in the direction sought with a large enough effect; inconclusive means small, poorly fitted or top-dose-only effect, or another doubt; inactive means no such curve, though single readings can be large; an effect the other way counts as inactive or inconclusive. On the % scale 0 is the no-effect control and ±100 the full control effect; potency means the concentration at half of the fitted maximal effect.
SMILES,DT40 TDP1 CPT,DT40 TDP1 no CPT,TDP1 inh
O=C(CCN1C(=O)c2ccccc2S1(=O)=O)NCc1ccccc1,9.5%,4.6%,-11.4%
CCOc1nc2cnccc2n(CC(=O)Nc2ccc(C)c(C)c2)c1=O,-21.8%,-21.4%,2.1%
CC(=O)Nc1ccccc1C(=O)N1CCN(Cc2ccccc2)CC1,-12.4%,-14.5%,7.4%
COC(CNc1cc(=O)oc2ccccc12)OC,-6.2%,6.0%,-2.0%
CCN(CC)C1CCN(C(=O)c2cc(COc3cccc4cccnc34)on2)C1 (stereo not given),-10.8%,19.7%,·
CN(CC(=O)Nc1ccccc1Cl)C(=O)COC(=O)C1CC1,11.5%,7.7%,-1.5%
N#CCSc1nnc(-c2c[nH]c3ccccc23)o1,-23.1%,3.7%,3.3%
COc1ccc(NC(=O)COc2ccccc2C)cc1S(=O)(=O)N1CCCCC1,?,8.2µM*,-17.1%
COc1ccc(CCNC(=O)c2cc3sc(Cl)cc3n2C)cc1OC,?,?,7.6%
Cc1ccccc1C(=O)c1cn[nH]c1-c1ccccc1O,-8.2%,3.2%,·
CCOC(=O)c1sc(=NC(=O)c2cccc(OC)c2)n(C)c1C,0.4%,2.0%,1.0%
COc1ccc(-c2nc(NC(=O)Cn3ccc(C(F)(F)F)n3)sc2C)cc1,?,?,3.6%
O=C1C=C(c2ccc3c(c2)OCO3)C[C@@H](c2ccc3c(c2)OCO3)C1,-8.8%,-23.1%,-0.4%
COC(=O)C[C@H]1C[C@H]2c3cc(NC(=O)C4CCOCC4)ccc3O[C@H]2[C@H](CO)O1,10.9%,2.4%,·
COc1ccccc1NS(=O)(=O)c1cc(NC(C)=O)ccc1N1CCCCC1,-19.4%,-6.4%,2.7%
Cc1ccc(S(=O)(=O)CCCS(=O)(=O)c2ccc(C)cc2)cc1,6.8%,-14.7%,0.0%
Cc1ccc(-n2ncc3c(=O)n(CC(=O)NCc4ccco4)cnc32)cc1,?,23.1µM*,2.4%
N[C@@](C(=O)O)(c1ccc(P(=O)(O)O)cc1)C1CC1,-2.8%,-7.9%,2.4%
Cn1c(C(=O)NCc2ccco2)cc2c(=O)[nH]c3ccccc3c21,-19.2%,?,0.0%
COc1cccc(C(=O)Nc2cccnc2)c1,-26.2%,-18.5%,0.0%

# Ordered by heavy-atom count (smallest number first): part of the list above.
SMILES,DT40 TDP1 CPT,DT40 TDP1 no CPT,TDP1 inh
O=C(CCN1C(=O)c2ccccc2S1(=O)=O)NCc1ccccc1,9.5%,4.6%,-11.4%
CC(=O)Nc1ccccc1C(=O)N1CCN(Cc2ccccc2)CC1,-12.4%,-14.5%,7.4%
Cc1ccc(-n2ncc3c(=O)n(CC(=O)NCc4ccco4)cnc32)cc1,?,23.1µM*,2.4%

# Continued:
SMILES,DT40 TDP1 CPT,DT40 TDP1 no CPT,TDP1 inh
OCCCc1cn(Cc2ccccc2)c2ccccc12,-7.1%,-11.9%,·
COc1ccc(S(=O)(=O)N(CC(=O)Nc2cc(Cl)ccc2C)Cc2ccccc2)cc1OC,14.6µM*,?,3.1%[12.3 µM]
O=C(NCCc1nnc2n1CCN(Cc1ccccn1)CC2)c1ccc(F)cc1,-0.8%,-14.5%,·
Cc1cccc(C)c1NC(=O)COC(=O)CN1C(=O)C2CCCCC2C1=O (stereo not given),?,-29.4%,-1.3%[56.1 µM]
CCCCn1nc(NC(=O)COC)c2cc3cc(OC)ccc3nc21,-19.2%,?,·
Cn1c(SCC(=O)C(C)(C)C)nnc1-c1ccc(F)cc1,7.9%,?,-2.5%
Cc1ccc(NC(=O)C2Cc3ccccc3CN2C(=O)c2ccco2)cc1S(=O)(=O)N(C)C (stereo not given),-26.7%,-11.8%,4.7%
COc1ccc(CNC(=O)c2ccc(Cn3nc(C)cc3C)o2)cc1,-21.0%,10.6%,2.4%
CC[C@]12c3[nH]c4ccc(OC)cc4c3CCN1C(=O)C(CC(=O)NCC13CC4CC(CC(C4)C1)C3)C[C@@H]2C(=O)N1CCN(C(=O)c2ccco2)CC1 (stereo not given in full),11.6µM*,8.2µM*,9.0%[56.1 µM]
COc1ccc(C(=O)N2CCn3c(C)ccc3C2C)cc1 (stereo not given),?,?,5.1%
Cc1c(Cc2ccccc2)c(=O)oc2cc(OC(=O)c3ccccc3)ccc12,?,-16.6%,0.0%
O=C(CSc1nnc(Cc2cccs2)n1-c1ccc(Cl)cc1)NCc1ccc2c(c1)OCO2,-7.2%,-19.9%,2.8%
COc1ccc(Nc2nnc(-c3ccc(C)c(S(=O)(=O)NCCO)c3)c3ccccc23)cc1C(N)=O,5.2%,-3.6%,0.4%[12.3 µM]
CCN(CC)C(=O)CSc1nnc([C@H](CCSC)NC(=O)OC(C)(C)C)o1,-7.1%,-8.8%,7.7%
COc1ccc(OC)c(C2=NS(=O)(=O)N(C)C(C(=O)Nc3ccc(F)cc3F)=C2)c1,16.4µM*,7.31µM*,5.0%&5.7%
CC(C)Cc1nnc(NC(=O)C2CC(=O)N(Cc3ccccc3)C2)s1 (stereo not given),30.1%[activator],4.5%,1.9%
O=C1C(c2ccnc3ccccc23)=C(O)c2ccccc21,13µM*,11.6µM*,2.4%
Cc1ccc(C(=O)NCc2cccnc2)cc1S(=O)(=O)N1CCCCCC1,2.8%,?,4.2%
C=C(C(=O)O)c1ccc2ccccc2c1,13.9%,9.4%,·
CCc1ccc(NC(=O)c2ccc(NC(=O)C3CCCO3)cc2)cc1 (stereo not given),2.5%,-21.8%,6.0%

# 2 entries from above, with values under each structure.
# Every second line gives: DT40 TDP1 CPT, DT40 TDP1 no CPT, TDP1 inh
- CC[C@]12c3[nH]c4ccc(OC)cc4c3CCN1C(=O)C(CC(=O)NCC13CC4CC(CC(C4)C1)C3)C[C@@H]2C(=O)N1CCN(C(=O)c2ccco2)CC1 (stereo not given in full)
 : 11.6µM*, 8.2µM*, 9.0%[56.1 µM]
- COc1ccc(C(=O)N2CCn3c(C)ccc3C2C)cc1 (stereo not given)
 : ?, ?, 5.1%

# The list goes on.
SMILES,DT40 TDP1 CPT,DT40 TDP1 no CPT,TDP1 inh
C#CCOCCOCCOCCNc1nc(N2CCN(C(=O)[C@H](Cc3ccc(O)cc3)n3cc([C@@H](N)C(C)CC)nn3)CC2)nc(N2CCN(C(=O)[C@H](Cc3cc4ccccc4[nH]3)n3cc([C@@H](N)CC(C)C)nn3)CC2)n1 (stereo not given in full),-3.2%,-2.6%,5.1%
Cc1cccc(/C=N/NC(=O)c2cc(C)nc3ccccc23)n1,?,?,3.5%
COc1ccc(Cc2nc(C(=O)Nc3ccccc3)cs2)cc1,-9.9%,?,-7.5%
CCOc1ccccc1CNC(=O)C1CCN(S(=O)(=O)N2CCC(C)CC2)CC1,?,?,·
Cc1ccc(S(=O)(=O)Oc2ccc(C3C4=C(CCCC4=O)N(CCC(=O)O)C4=C3C(=O)CCC4)cc2Cl)cc1,-6.0%,-21.0%,-2.6%
Cn1ccc(CC(=O)N2CCC(N3CCC(C(=O)N4CCCC4)CC3)CC2)c1,-4.1%,-8.2%,2.4%
Cc1c(Cl)cccc1NC(=O)Cn1c(CCC(=O)O)ccc1-c1ccccc1,?,4.6%,·
COc1ccc(C(=O)N2CCN(CCNC(=O)C(=O)Nc3ccc(Br)cc3)CC2)cc1,?,?,3.2%[56.1 µM]
CCCCNC(=O)CCn1nc(-c2ccc(Cl)cc2)ccc1=O,23.4%,-2.3%,·
CC1=CC(C)(C)N=C(Nc2nc(C)c3cc(C)cc(C)c3n2)N1,14.6µM*,16.4µM*,2.7%
CCCn1cnc2scc(-c3ccc(OC)cc3)c2c1=O,3.8%,-24.4%,·
CCO[C@@H]1OC(C(=O)N2CCN(Cc3ccc4c(c3)OCO4)CC2)=C[C@H](C2CCCCC2)[C@H]1CCCO,20.6µM*,?,7.7%
C=CCC[C@@H](Cc1ccc(F)cc1)C(=O)OC[C@@H](NC(=O)[C@H](CC=C)CC(=O)N(CCO)Cc1ccccc1)c1ccccc1,?,?,0.9%
CCOC(=O)N1CCN(CC(=O)c2ccc(O)cc2O)CC1,-2.1%,3.1%,1.4%
CN1CCN(CC#CCC(O)(c2ccccc2)c2ccccc2)CC1,-5.2%,-5.3%,-1.4%
NNC(=O)c1ccc(COc2cccc3ccccc23)cc1,3.5%,5.0%,10.5%
Cc1ccc(C(C)C)c(OCCCN2C(=O)NC(C)(C)C2=O)c1,3.5%,-25.0%,4.0%
CC(=O)Nc1ccc(N=Cc2ccc[nH]2)cc1,-3.4%,7.3%,-1.1%
C=CCn1c(SCC(=O)Nc2nc(C)cs2)nnc1C(C)NC(=O)c1ccccc1Cl (stereo not given),-9.6%,-5.8%,-4.4%
COc1ccc(C2CC(=O)N(Cc3ccc(C)cc3)c3c2c(C)nn3-c2nc(C)cc(C)n2)c(OC)c1 (stereo not given),?,-52.9%,5.7%
Cc1ccc2nc(NC(=O)C3CSC4(C)CCC(=O)N34)sc2c1 (stereo not given),-18.2%,?,·
CCCC1C(=O)N(Cc2ccccc2)C(=O)CC1C (stereo not given),-19.1%,-0.3%,-2.4%
Cc1ccc(/C=C2/NC(=O)N(Cc3ccc(Br)cc3)C2=O)o1,?,?,8.1%
Cc1cc(C)cc(-n2ccnc2SCC(=O)c2c(N)n(C3CC3)c(=O)[nH]c2=O)c1,-23.3%,-13.6%,0.5%
Cc1nn(CC(=O)NCCc2cccs2)c(=O)c2cc3ccccc3n12,-20.7%,-15.8%,1.6%
CC(C)(C)N1[C@@H](CC(=O)O)c2cc(C(F)(F)F)ccc2S1(=O)=O,-7.4%&8.2%,-0.6%&1.9%,·
COc1ccc(S(=O)(=O)N(C)[C@H]2C[C@H]3c4cc(Oc5ccccc5C)ccc4CCN3C(=O)[C@H]2[C@H](C)O)cc1,9.2µM*,6.51µM*,·
COCCN1C(=O)/C(=C/c2ccc(Oc3ccc([N+](=O)[O-])cn3)c(OC)c2)SC1=Nc1ccccc1,0.2%,?,0.0%
CC(C)c1nnc(NC(=O)c2cccc(-n3cnnn3)c2)s1,0.7%,-21.0%,8.4%
CC(NC(=O)C(=O)NCCN1CCN(C(=O)c2ccc([N+](=O)[O-])cc2)CC1)c1ccccc1 (stereo not given),-0.6%,-7.7%,-0.4%
COc1ccc(-c2cc3nc(C)n(N)c(=O)c3s2)cc1,5.8µM*,5.8µM*,·
O=C(CN1CCCC1)NCC1(c2ccccc2)CCOCC1,7.8%,-2.6%,-2.5%
Cc1ccc(S(=O)(=O)N2CCC(C(=O)OCC(=O)N(C)Cc3ccccc3)CC2)cc1C,-16.7%,-3.2%,·
CC(C)c1ccc(-c2noc(SCC(=O)N(C)c3ccc(F)cc3)n2)cc1,25.9µM*,23.1µM*,-2.6%
Cc1ccnc(NC(=O)C(C)N2C(=O)c3ccccc3S2(=O)=O)c1 (stereo not given),3.4%,3.7%,·
Cc1ccc(-n2c(=O)c3c4c(sc3n3c(=S)[nH]nc23)CCC4)cc1,-26.6%,0.0%,2.4%
O=C(CSc1nnc(Cc2ccccc2)o1)c1ccc2c(c1)OCO2,-14.1%,-20.5%,1.6%
COc1ccc(NC(=O)CN(C)C(=O)c2ccc3c(c2)NC(=O)CS3)cc1,-10.7%,-9.1%,-0.2%
COc1ccc(N(C(=O)C(C)C)S(=O)(=O)c2cccs2)cc1,-26.1%,?,3.0%
Cc1nn(Cc2ccccc2)c(Cl)c1C(=O)OCC(=O)NC(=O)NC12CC3CC(CC(C3)C1)C2,?,?,8.1%

# Single values from the list.
# COc1ccc(NC(=O)COc2ccccc2C)cc1S(=O)(=O)N1CCCCC1 | DT40 TDP1 no CPT: 8.2µM*
# Cc1c(Cl)cccc1NC(=O)Cn1c(CCC(=O)O)ccc1-c1ccccc1 | DT40 TDP1 no CPT: 4.6%
# Cc1ccc(S(=O)(=O)CCCS(=O)(=O)c2ccc(C)cc2)cc1 | DT40 TDP1 CPT: 6.8%
# Cc1ccc(S(=O)(=O)Oc2ccc(C3C4=C(CCCC4=O)N(CCC(=O)O)C4=C3C(=O)CCC4)cc2Cl)cc1 | TDP1 inh: -2.6%

# The list continues.
SMILES,DT40 TDP1 CPT,DT40 TDP1 no CPT,TDP1 inh
CN(c1ccc(C(=O)NCC2CCCO2)cc1)S(=O)(=O)c1ccc(Cl)cc1 (stereo not given),?,?,·
CCNc1c(NS(=O)(=O)c2ccc(OC)cc2)c(=O)oc2ccccc12,?,?,1.3%
Cc1cn([C@H]2C[C@H](O)[C@@H](/C=C/C(=O)NCC(c3ccccc3)c3ccccc3)O2)c(=O)[nH]c1=O,21.6%,10.7%,·
Cn1c(=O)[nH]c(=O)c2c1nc(N/N=C/c1ccncc1)n2Cc1ccc(Cl)cc1,?,-1.9%,0.0%
CCOC(=O)C1CCCN(C(=O)CCNS(=O)(=O)c2ccc(Br)cc2)C1 (stereo not given),-22.7%,?,0.5%
O=C(CSc1ccc(Cl)cc1)NNC(=O)c1ccco1,-1.9%,10.3%,1.4%
